# CASP6 VEID inh = inhibitors of human caspase-6; P55212; purified caspase-6, Z-VEID-R110 cleavage fluorescence; inhibition, % at 12.5 µM; actives 0.53% (n = 350,000); AID 686996;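 active = mean inhibition across replicates at least about 35%, with every replicate also reaching that limit, limit read from the data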;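 note: 0% = median of neutral control wells and 100% = no fluorescence left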
# Target sequence (P55212 24-179 limits assumed): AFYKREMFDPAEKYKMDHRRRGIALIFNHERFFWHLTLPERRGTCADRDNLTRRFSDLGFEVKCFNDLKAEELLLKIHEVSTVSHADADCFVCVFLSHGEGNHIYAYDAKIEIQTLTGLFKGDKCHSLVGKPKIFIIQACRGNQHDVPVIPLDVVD
# Target sequence (P55212 194-293 limits assumed): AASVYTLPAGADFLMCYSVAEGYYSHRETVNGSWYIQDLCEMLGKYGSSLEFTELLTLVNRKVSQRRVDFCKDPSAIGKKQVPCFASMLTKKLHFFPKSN
# C2C12 statin = suppressors of simvastatin-induced myotoxicity in C2C12 myotubes. ATP luminescence, 48 h; scaled: DMSO 0, geranylgeraniol control 100. rescue of ATP level, % at 7.49 µM. actives 0.78% (n = 330,000). AID 602340;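 active = mean ATP rescue above about 67%, or every replicate alone reaching that limit, limit read from the data, passing the limit was not always enough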;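 note: myotubes were challenged with 10 µM simvastatin during compound exposure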
# S100A4 MyoIIA = blocks human S100A4 binding to myosin IIA peptide; P26447; S100A4/TAMRA-MyoIIA peptide fluorescence polarization; inhibition, % at 10.7 µM; actives 0.14% (n = 360,000); AID 652163;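 active = mean inhibition of at least 70% across replicates, with every replicate also reaching that level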
# Target sequence (P26447 whole entry, looked up): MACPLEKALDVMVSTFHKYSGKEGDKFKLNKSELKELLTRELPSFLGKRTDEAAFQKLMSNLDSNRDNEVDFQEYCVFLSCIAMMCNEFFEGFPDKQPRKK
#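 Material: human S100A4 monomer with TAMRA-labelled myosin IIA peptide; buffer or medium: HEPES pH 7.2 with CaCl2, KCl, NaCl, DTT, Triton; compound dosing: one concentration per compound; schedule: 5 min incubation before reading; benchmarks: neutral control DMSO, positive control TFP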
# LGR2 inh = inhibitors of bursicon-induced Drosophila LGR2 receptor cAMP signaling; AID 720647; HEK293 LGR2, CRE-luciferase, bursicon-stimulated, 4 h; inhibition, % at 9.99 µM; actives 0.35% (n = 380,000);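 active = drop in luminescence signal, shown as inhibition above about 50% in the replicate tests, limit read from the data, passing the limit was not always enough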;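 note: agonist challenge used bursicon conditioned medium at about half maximal strength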
# esBAF inh = blocks esBAF chromatin remodeling in mouse ES cells; reporter increase, % at 12.5 µM; Bmi1-luciferase knock-in reporter, 24 h; 100% = twice the neutral-well signal; actives 2% (n = 350,000); in the data active = activation above about 40%;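 note: 0% = median of the plate's neutral control wells and 100% = double that signal; a rise in the Bmi1 reporter signal indicates esBAF inhibition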
# FN deposition inh = fibronectin deposition inhibition; AH1F fibroblasts, Alexa488-fibronectin deposition fluorescence, overnight; actives 0.086% (n = 350,000); inhibition, % at 12.6 µM; AID 743247;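 active = mean inhibition across replicates of 30% or more, regardless of how many single replicates reach that level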;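 note: positive control wells lacked labelled fibronectin entirely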
#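 Material – AH1F fibroblast monolayer, labelled fibronectin deposition · Reagent – labelled fibronectin 24 nM · Timing – 1 h adhesion, overnight exposure · Measured by – fluorescence at 485 nm excitation, 525 nm emission · Read-out – inhibition of fibronectin deposition signal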
# SIRT5 block = sirtuin-5 (human) deacylase inhibition. Q9NXA8. Purified SirT5, succinyl-peptide AMC, trypsin-coupled fluorescence. inhibition, % at 15 µM. actives 1.1% (n = 330,000). AID 652115; in the data active = inhibition above about 15%
# Target sequence (Q9NXA8 whole entry, looked up): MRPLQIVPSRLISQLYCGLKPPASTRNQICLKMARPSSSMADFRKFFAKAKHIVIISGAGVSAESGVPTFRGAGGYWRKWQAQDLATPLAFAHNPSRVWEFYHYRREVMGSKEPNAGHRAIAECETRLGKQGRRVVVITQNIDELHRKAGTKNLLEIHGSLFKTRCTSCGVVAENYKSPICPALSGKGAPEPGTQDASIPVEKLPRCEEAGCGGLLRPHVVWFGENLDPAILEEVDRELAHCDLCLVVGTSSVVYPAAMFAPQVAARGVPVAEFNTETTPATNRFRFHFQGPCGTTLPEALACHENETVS
# Numbers without * were called inactive; · = not tested or not shown; & = joins results of further samples. Not all compounds are listed; count on the stated rates, not on these rows.
# Start of the data: the first 17 entries as a preview:
SMILES,CASP6 VEID inh,C2C12 statin,S100A4 MyoIIA,LGR2 inh,esBAF inh,FN deposition inh,SIRT5 block
C[C@H]1CN([C@@H](C)CO)C(=O)c2cccc(NC(=O)c3cnccn3)c2O[C@H]1CN(C)Cc1ccccc1,0,-2,18,5,-4,·,1
O=C(C[C@@H]1CC[C@@H](NC(=O)c2ccccc2)[C@@H](CO)O1)NCCc1ccncc1,-4,-3,-3,-7,-3,-13,-10
NC(Cc1ccc(C(F)(F)F)cc1)c1csc(Nc2nccc(C(F)(F)F)n2)n1 (configuration not stated),1,-26,-5,15,-10,10,·
NS(=O)(=O)c1ccc(NC(=S)Nc2ccc(Br)c(Cl)c2)cc1,·,4,-9,-15,-3,-4,1
COCCNc1nnc(SCC(=O)NC(=O)c2ccccc2OC)s1,-2,0,0,13,-8,·,-4
Cc1cccnc1NCc1ccc(O)c2ncccc12,·,-1,·,·,8,-3,·
C=CCNC(=S)Nc1cccc(NC(=S)NCC=C)c1,-2,·,3,24,·,12,0
Cc1cc(C)nc(-n2nc(C)c3c(C(=O)O)cc(-c4cccc(Br)c4)nc32)n1,9,7,-7,16,2,5,-2
Cc1ccc(Cn2ncc3c(NN)ncnc32)cc1,1,2,-4,5,-4,4,1
C=CCSc1nnc(NC(=O)Cc2ccc(OC)c(OC)c2)s1,-2,·,1,·,·,-9,-2
O=C(CCSc1ccccn1)Nc1ccc(Br)cc1,0,·,37,-45,·,2,-5
COc1ccc(C2c3[nH]c4ccccc4c3C[C@H]3C(=O)N(c4ccccc4C(=O)N4CCC[C@H]4C(=O)O)C(=O)N23)cc1 (some centres not stated),10,-4,1,-13,5,·,2
COc1ccc(NC(=S)Nc2cccc(C)n2)cc1,-1,·,-1,4,·,-1,-2
CCOC(=O)c1ccc(S(=O)(=O)n2c(=O)oc3ccccc32)cc1,0,-3,-1,-20,16,-2,-3
O=C1CCCC2=C1C(c1ccc(Cl)cc1)N1C(=O)CCSC1=N2 (configuration not stated),·,0,·,·,-9,-16,·
COc1ccc(N2C[C@H](CSC)[C@@H](CC(=O)Nc3ccccc3)C2=O)cc1,-1,4,-7,-19,4,3,-2
COc1cccc(CN2CC(C(=O)NC3(c4ccccc4)CC3)CCC2=O)c1 (configuration not stated),-1,5,1,2,6,·,1

# All compounds of this part, repeating the preview:
SMILES,CASP6 VEID inh,C2C12 statin,S100A4 MyoIIA,LGR2 inh,esBAF inh,FN deposition inh,SIRT5 block
C[C@H]1CN([C@@H](C)CO)C(=O)c2cccc(NC(=O)c3cnccn3)c2O[C@H]1CN(C)Cc1ccccc1,0,-2,18,5,-4,·,1
O=C(C[C@@H]1CC[C@@H](NC(=O)c2ccccc2)[C@@H](CO)O1)NCCc1ccncc1,-4,-3,-3,-7,-3,-13,-10
NC(Cc1ccc(C(F)(F)F)cc1)c1csc(Nc2nccc(C(F)(F)F)n2)n1 (configuration not stated),1,-26,-5,15,-10,10,·
NS(=O)(=O)c1ccc(NC(=S)Nc2ccc(Br)c(Cl)c2)cc1,·,4,-9,-15,-3,-4,1
COCCNc1nnc(SCC(=O)NC(=O)c2ccccc2OC)s1,-2,0,0,13,-8,·,-4
Cc1cccnc1NCc1ccc(O)c2ncccc12,·,-1,·,·,8,-3,·
C=CCNC(=S)Nc1cccc(NC(=S)NCC=C)c1,-2,·,3,24,·,12,0
Cc1cc(C)nc(-n2nc(C)c3c(C(=O)O)cc(-c4cccc(Br)c4)nc32)n1,9,7,-7,16,2,5,-2
Cc1ccc(Cn2ncc3c(NN)ncnc32)cc1,1,2,-4,5,-4,4,1
C=CCSc1nnc(NC(=O)Cc2ccc(OC)c(OC)c2)s1,-2,·,1,·,·,-9,-2
O=C(CCSc1ccccn1)Nc1ccc(Br)cc1,0,·,37,-45,·,2,-5
COc1ccc(C2c3[nH]c4ccccc4c3C[C@H]3C(=O)N(c4ccccc4C(=O)N4CCC[C@H]4C(=O)O)C(=O)N23)cc1 (some centres not stated),10,-4,1,-13,5,·,2

# Three structures from above, sorted by count of non-hydrogen atoms, smallest number first:
SMILES,CASP6 VEID inh,C2C12 statin,S100A4 MyoIIA,LGR2 inh,esBAF inh,FN deposition inh,SIRT5 block
O=C(CCSc1ccccn1)Nc1ccc(Br)cc1,0,·,37,-45,·,2,-5
Cc1cccnc1NCc1ccc(O)c2ncccc12,·,-1,·,·,8,-3,·
NC(Cc1ccc(C(F)(F)F)cc1)c1csc(Nc2nccc(C(F)(F)F)n2)n1 (configuration not stated),1,-26,-5,15,-10,10,·

# The listing continues:
SMILES,CASP6 VEID inh,C2C12 statin,S100A4 MyoIIA,LGR2 inh,esBAF inh,FN deposition inh,SIRT5 block
COc1ccc(NC(=S)Nc2cccc(C)n2)cc1,-1,·,-1,4,·,-1,-2
CCOC(=O)c1ccc(S(=O)(=O)n2c(=O)oc3ccccc32)cc1,0,-3,-1,-20,16,-2,-3
O=C1CCCC2=C1C(c1ccc(Cl)cc1)N1C(=O)CCSC1=N2 (configuration not stated),·,0,·,·,-9,-16,·
COc1ccc(N2C[C@H](CSC)[C@@H](CC(=O)Nc3ccccc3)C2=O)cc1,-1,4,-7,-19,4,3,-2
COc1cccc(CN2CC(C(=O)NC3(c4ccccc4)CC3)CCC2=O)c1 (configuration not stated),-1,5,1,2,6,·,1
C[C@@H]1CN([C@H](C)CO)C(=O)c2cc(C#CCc3ccccc3)cnc2O[C@H]1CN(C)C(=O)Cc1cccnc1,-2,·,-4,14,·,·,6
Cc1noc(C)c1NC(=O)Nc1cccc2c1O[C@H](CN(C)C(=O)Nc1ccc3c(c1)OCO3)[C@@H](C)CN([C@H](C)CO)C2=O,2,1,16&-5,-18&7,-3,5&-6,-7&-7
CC(=O)N(C)C[C@H]1[C@@H](c2ccc(-c3cccc(F)c3)cc2)[C@@H](CO)N1C(C)=O,0,·,29,21,·,·,1
CCN(CC(=O)Nc1c(F)cccc1F)C(=O)CC1CCCCC1,-74,10,-2,-16,-1,4,-2
CN(C)CC(=O)N[C@@H]1CC[C@H](CCNC(=O)C2CCCCC2)O[C@H]1CO,-39,-2,0,2,-4,-2,1
Cc1ccc(S(=O)(=O)N2CCC(=O)N(CCOCc3cccc(C(F)(F)F)c3)CC2)cc1,-3,17,9,20,-4,-1,·
CCOc1ccc2nc(SCC(=O)Nc3ccc4c(c3)OCCO4)[nH]c2c1,·,12,·,·,19,0,·
CN1CCN(C(=O)C[C@@H]2CC[C@H]3[C@@H](COC[C@@H](O)CN3CC3CC3)O2)CC1,1,6,7,-14,1,-5,-4
Cc1ccc2c(c1)c1ccc3c(c1n2C)C(=O)C=CC3=O,·,-222,-1,-11,-43,-6,1
Cc1ccc(C)c(Cn2c(=O)n(CCCC(=O)NCc3ccco3)c(=O)c3sccc32)c1,·,-8,·,·,-8,10,·
Cc1cc(OCc2cc(C(=O)NC(C)c3cnn(C)c3)no2)cc(C)c1Cl (configuration not stated),5,-2,-3,-79,72*,-5,·
Cc1cc(Cl)ccc1Oc1ncnc2onc(C)c12,2,·,-4,23,·,0,-1
O=C(O)c1cccc(OCCN2CCCC2=O)c1,-2,-24,-3,11,8,11,0
c1ccc2nc(-c3nccs3)ccc2c1,1,·,5,-42,·,0,-2
Cc1noc(C)c1S(=O)(=O)Nc1ccc2c(c1)CC(=O)N([C@@H](C)CO)C[C@H](C)[C@H](CN(C)S(=O)(=O)c1ccc(F)cc1)O2,·,-2,15,10,-1,·,0
O=C(CCC(=O)N1CCOc2ccccc21)NC1CCN(Cc2ccccc2)CC1,-2,-8,7,-3,0,2,-2
O=C(Nc1ccccn1)c1ccccc1,-5,-12,-3,·,26,0,-3
CC(C)(C)n1nnnc1C(c1ccccc1)N1CCN(C(=O)c2ccco2)CC1 (configuration not stated),-1,·,-10,49,·,-1,-3
O=C(NC1CCCC1)C1c2ccccc2OCC(=O)N1Cc1ccco1 (configuration not stated),1,·,3,16,·,1,-6
Cc1cc(C)nc(SCC(=O)Nc2ccc(S(=O)(=O)Nc3onc(C)c3C)cc2)n1,3,-9,0,8,1,6,·
COc1ccc(-c2cc(C(=O)N3CCN(c4ncccn4)CC3)c3ccccc3n2)cc1OC,8,-14,2,-9,0,14,3
CCCCNc1c(-c2ccc(SC(C)CC)cc2)nc2ccc(Cl)cn12 (configuration not stated),-1,·,0,-93,·,-4,·
CCOC(=O)[C@]12CCC=C1N(Cc1ccccc1)C(=O)[C@H](CC(=O)NCc1ccc(OC)c(OC)c1)C2,2,·,-9,-1,·,·,-1
Cc1cccc(CN2C(=O)CSc3ccc(C(=O)NC4CC4)cc32)c1,0,9,-1,-2,-1,-5,1
Cc1noc(C)c1NC(=O)N(C)C[C@H]1Oc2ccc(NC(=O)C3CCCCC3)cc2C(=O)N([C@H](C)CO)C[C@H]1C,2,-5,1,0,-2,·,5
Cn1cnc(S(=O)(=O)N2CCCCN3[C@H](CO)[C@H](c4ccc(-c5cccc(F)c5)cc4)[C@@H]3C2)c1,2,19,2,-16,-3,·,5
COc1cc(C(=O)OCc2csc(CC(=O)Nc3ccccc3C)n2)ccc1OCC(C)C,5,34,-9,10,3,-5,-5
OC1(c2ccc(Cl)cc2)CN(c2ccccc2)C2=[N+]1CCS2 (configuration not stated),0,·,-6,5,·,-44,5
O=C(O)c1cccnc1SCc1ccccc1Cl,7,10,-5,-15,-2,3,-2
COc1cc(OC)c(/C=N/NC(=O)Cn2nc([N+](=O)[O-])cc2C)c(OC)c1,0,·,5,16,·,-10,-4
CCCCCCOc1cccc(N)c1,·,8,·,·,7,-12,·
Cc1cc(C(=O)CCC(=O)N(C)CC(=O)Nc2c(Cl)cccc2Cl)c(C)s1,-2,-3,9,-20,·,·,-6
CCCNC(=O)N1[C@@H]2CN(C(=O)C3CC3)c3ccccc3[C@@H]2[C@@H]1CO,0,13,-6,5,-4,-2,11
CC1CC(C)(C)n2c(O)c(N=NC(N)=S)c3cccc1c32 (configuration not stated),0,17,-4,6,0,7,3
Cc1ccc(C(=O)NCC(c2ccco2)N2CCc3ccccc3C2)cc1C (configuration not stated),-2,6,-5,-3,·,8,-2
C=CCOc1ccccc1CNc1ccccc1C,-2,·,3,2,·,-10,3
CCOc1ccccc1C(=O)Nc1ccc(S(=O)(=O)N2CCN(C)CC2)cc1,0,5,-20,14,-1,5,2
Cc1oc2ccc(OC(C(=O)O)c3ccccc3)cc2c1C(=O)O (configuration not stated),-1,-9,-1,26,-1,·,-2
COc1ccccc1NC(=O)N1CCCCN2[C@H](CO)[C@@H](c3ccc(C#CC4CCCC4)cc3)[C@@H]2C1,-4,-2,-2,-1,4,·,10
Cc1ccc(-c2cnc(SCCNC(=O)c3ccco3)[nH]2)cc1,1,15,0,1,-6,2,0
COc1ccc(-c2noc(CCC(=O)N3CCN(c4cccc(F)c4)CC3)n2)cc1,·,5,9,-21,-8,21,-1
CCCC#Cc1ccc2c(c1)O[C@@H](CN(C)C(=O)c1cnccn1)[C@H](C)CN([C@H](C)CO)S2(=O)=O,0,-24,-1,-39,5,-15,-2
CCOc1ccc(NS(=O)(=O)c2ccc(C(=O)NCCCN3CCCC3=O)cc2)cc1,2,·,-12,12,·,·,-2
Cc1cccc(NS(=O)(=O)c2ccc(C)c(C(=O)NCc3cccnc3)c2)c1,1,-6,-1,14,4,1,-1
